Screens deposited in PubChem BioAssay by Sanford-Burnham Center for Chemical Genomics.
NR3A LBD binder – binders of NR3A ligand-binding domain, primary screen, biophysical, differential scanning fluorimetry, uHTS; actives 2.5% (n = 340,000); Glutamate receptor ionotropic, NMDA 3A (GRIN3A) ligand-binding domain; AID 1259313, 2017; NR3A LBD differential scanning fluorimetry, Tm shift; 0% = protein alone, 100% = glycine-bound protein; Tm shift relative to glycine control, % at 25 µM;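 active = melting temperature shift of at least 10% of the positive control shift, at one fixed dose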
Mdm2 MdmX PPI – inhibitors of human Mdm2-MdmX association, primary screen, cell-based, luminescence, split luciferase, SaOS-2, uHTS; Protein Mdm4 (Homo sapiens) + E3 ubiquitin-protein ligase Mdm2 (Homo sapiens), …; SaOS-2 split-luciferase Mdm2/MdmX complementation; inhibition, % at 8 µM; actives 3% (n = 330,000); AID 485346, 2010;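 active = inhibition of at least 50% at 8 µM in the primary screen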
TIM10 inh – growth inhibitors of isogenic TIM10 control yeast, primary screen, counter-screen for tim10-1 yeast inhibitor project, luminescence, uHTS; AID 463195, 2010; S. cerevisiae TIM10 strain growth, BacTiter-Glo luminescence, 24 h; actives 1.4% (n = 330,000); inhibition, % at 10 µM;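 active = inhibition of 40% or more at the single tested concentration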;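 note: wild-type TIM10 isogenic control strain grown at permissive 25 °C; 0% = DMSO yeast wells and 100% = minimal medium wells without yeast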
XBP1 UPR activ – activators of adaptive XBP1 UPR arm, primary screen, cell-based, CHO-XBP1 luciferase reporter, luminescence, uHTS. AID 463104, 2010. activation, % at 20 µM. IRE1-XBP1 UPR activation; percent of tunicamycin response, DMSO as zero. actives 0.33% (n = 330,000);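 active = versus positive control, 20 µM dose yields 30% or more activation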;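 note: 100% = tunicamycin at 10 µg/mL and 0% = DMSO only wells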
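Material: CHO cell line with stable XBP1 luciferase reporter; buffer or medium: F12 medium containing 10% fetal bovine serum; compound: single point, 20 µM final compound, 1% DMSO; incubation: 6 h treatment, 37 °C; measured by: glow luminescence from Steady-Glo reagent; evaluation: activation, % of tunicamycin; control set: tunicamycin high, DMSO low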
CHOP UPR activ – activators of apoptotic CHOP UPR arm, primary screen, cell-based, CHO-CHOP luciferase reporter, luminescence, uHTS. UPR activation; percent of tunicamycin response over DMSO baseline. activation, % at 10 µM. actives 0.34% (n = 330,000);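 active = at 10 µM dose, activation of 40% or more, normalized to positive control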;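 note: 100% = tunicamycin at 10 µg/mL and 0% = DMSO alone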
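Evaluation: % reporter activation, DMSO baseline versus tunicamycin full activation; System: CHO-CHOP luciferase reporter cell line; Input: 500 cells/well; Incubation: 6 h compound treatment, 37 °C; Measured by: Steady-Glo luciferase luminescence; Dosing: one dose, 10 µM in 0.5% DMSO; Buffer or medium: F12 medium, 10% FBS; Benchmarks: positive tunicamycin 10 µg/mL, negative DMSO alone.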
tim23-1 inh – growth inhibitors of tim23-1 mutant yeast, primary screen, luminescence, uHTS | inhibition, % at 20 µM | S. cerevisiae tim23-1 growth, BacTiter-Glo luminescence, 24 h | actives 1.3% (n = 330,000) | AID 463212, 2010;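 active = growth inhibition of the mutant yeast at or above 50%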;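 note: temperature-sensitive mutant grown at 25 °C; plate controls were DMSO-treated mutant yeast for no effect and medium wells lacking yeast for full effect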
APJ ag – agonists of human apelin receptor APJ, primary screen, CHO-K1 cells, PathHunter beta-arrestin, luminescence | P35414 | 0% DMSO wells, 100% apelin | activation, % at 20 µM | actives 0.11% (n = 330,000);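 active = activation more than six SD over the plate average, tested at 20 µM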;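 note: 0% = DMSO alone and 100% = apelin-13 at 10 nM; some results filed as inactive read as strong as hits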
Target sequence (P35414 whole entry, looked up): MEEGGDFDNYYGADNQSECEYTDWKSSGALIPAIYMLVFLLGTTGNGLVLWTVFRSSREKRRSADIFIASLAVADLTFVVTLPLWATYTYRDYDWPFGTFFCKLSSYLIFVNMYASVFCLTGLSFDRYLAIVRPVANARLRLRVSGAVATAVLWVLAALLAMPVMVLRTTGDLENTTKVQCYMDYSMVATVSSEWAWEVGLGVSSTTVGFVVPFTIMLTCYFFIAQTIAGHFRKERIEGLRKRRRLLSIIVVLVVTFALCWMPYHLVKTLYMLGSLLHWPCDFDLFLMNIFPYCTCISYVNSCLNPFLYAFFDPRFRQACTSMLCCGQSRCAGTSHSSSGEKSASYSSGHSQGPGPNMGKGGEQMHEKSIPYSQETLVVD
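Assay system: engineered CHO-K1 APJ arrestin reporter cells; Amount: 1000 CHO-K1 reporter cells seeded per well; Dosing: one dose, 20 µM compound, 1% DMSO; Times: compound stimulation 90 min at 25 °C, detection 60 min; Measured by: luminescent beta-gal fragment complementation, chemiluminescent substrate; Read-out: APJ–arrestin association signal; Controls: DMSO vs Apelin-13 10 nM.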
tim10-1 inh – growth inhibitors of tim10-1 mutant yeast, primary screen, luminescence, uHTS | actives 2.2% (n = 330,000) | S. cerevisiae tim10-1 ts strain growth, BacTiter-Glo, 24 h | AID 463190, 2010 | inhibition, % at 20 µM;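 active = inhibition of at least 40%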;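 note: mutant grown at 25 °C; 0% = DMSO wells with yeast and 100% = wells holding no yeast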
NALP3 yeast inh – NALP3 inflammasome inhibitors in reconstituted yeast, primary screen, luminescence, uHTS; Yeast reconstituted NLRP3/ASC/caspase-1, beta-gal luminescence, 24 h; inhibition, % at 10 µM; actives 0.39% (n = 330,000); AID 2825, 2010;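 active = inhibition of 50% or more; inactive = inhibition below 50%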;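 note: plate controls were induced DMSO wells for no effect and uninduced yeast grown without galactose for full effect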
* hit, by the source's call; x = no result given.

No.	SMILES	NR3A LBD binder	Mdm2 MdmX PPI	TIM10 inh	XBP1 UPR activ	CHOP UPR activ
1	N#Cc1c(N)nc(SCC(=O)C23CC4CC(CC(C4)C2)C3)c(C#N)c1-c1ccc(Cl)cc1	0	28	25	0	0.7
2	CC(=O)NNC(=S)NC(=O)c1ccc(C)cc1	0	14	11	1	1.7
3	Cc1csc(NC(=O)C2=COCCO2)n1	0	4	9	0	4.0
4	CCOc1ccc(/C=N/NC(=O)Cc2csc(Nc3cccc(C(F)(F)F)c3)n2)cc1	9	21	12	-3	-0.5
5	COc1cccc2cc(C(N)=O)/c(=N/NC(=O)COc3ccc(Cl)cc3)oc12	x	-11	-2	1	1.7
6	Nc1ccc(C(=O)N2CCN(S(=O)(=O)c3ccc(Br)cc3)CC2)cc1[N+](=O)[O-]	-12	0	13	3	0.0
7	CCOc1ccccc1N1CC(C(=O)Nc2ccc3c(c2)OCCO3)CC1=O (stereo unspecified)	0	-15	-5	-1	-0.6
8	COCCNC(=O)c1ccc2c(c1)NC(=O)CS2	4	-17	0	2	-0.8
9	COC(CN(C)C(=O)c1cn(C)c2ccc(S(=O)(=O)N(C)C3CCCCC3)cc2c1=O)OC	5	-10	11	-10	0.2
10	COc1ccc(/C=C2\SC(=O)N(CCNC(=O)CCS(=O)(=O)c3ccc(C)cc3)C2=O)cc1	-3	-78	-52	5	4.2

No.	tim23-1 inh	APJ ag	tim10-1 inh	NALP3 yeast inh
1	37	14	45*	15
2	-64	-2	15	18
3	20	-4	6	20
4	24	-1	20	16
5	4	3	6	3
6	25	1	18	-1
7	7	-6	9	-15
8	1	-3	-3	8
9	-15	0	-5	0
10	17	3	-11	18

Following part.
No.	SMILES	NR3A LBD binder	Mdm2 MdmX PPI	TIM10 inh	XBP1 UPR activ	CHOP UPR activ
11	CCOc1ccc(C(Nc2cccnc2)c2cc(Cl)c3cccnc3c2O)cc1 (stereo unspecified)	-1	64*	12	6	1.6
12	O=C(c1ccncc1)N1CCN(C(=O)c2ccco2)CC1	2	2	5	-3	0.4
13	CCOC(=O)c1c2c3c(c(Cl)ccc3[nH]c1=O)C(=O)c1ccccc1-2	-4	3	14	1	-2.5
14	CC(=O)c1cccc(NC(=O)COC(=O)c2ccc3c(c2)OCCO3)c1	-1	-9	19	-1	1.7
15	c1ccc(OCCCc2nc(-c3ccccn3)no2)cc1	-1	-5	14	0	-0.1
16	COc1cc(/C=N/NC(=O)CNC(=O)c2ccncc2)ccc1OC(C)=O	1	11	10	-3	-0.2
17	Cc1ccc(SCc2nc(N)nc(Nc3ccccc3C)n2)c(C)c1	-1	1	31	0	-0.4
18	COCc1c(C(=O)N2CCN(Cc3ccc4c(c3)OCO4)CC2)oc2ccccc12	0	13	4	-2	0.4
19	CCN1C(=O)C(O)(C2COC(C)(C)CC2=O)c2cc(Br)ccc21 (stereo unspecified)	-2	55*	14	9	-0.4
20	CCOc1ccc(C(=O)NC2CC3CCCC(C2)N3Cc2ccccc2)cc1 (stereo unspecified)	-1	20	-3	-2	1.0

No.	tim23-1 inh	APJ ag	tim10-1 inh	NALP3 yeast inh
11	56*	-1	39	21
12	13	-4	0	7
13	8	7	-3	5
14	-9	-1	11	-8
15	3	-3	2	26
16	0	7	17	17
17	9	0	31	9
18	41	-3	4	19
19	13	-9	11	-3
20	-3	-3	-10	15

(further entries)
No.	SMILES	NR3A LBD binder	Mdm2 MdmX PPI	TIM10 inh	XBP1 UPR activ	CHOP UPR activ
21	O=c1oc(-c2cccc(S(=O)(=O)N3CCOCC3)c2)nc2ccccc12	1	3	27	24	-0.4
22	Cn1c(=O)c2c(nc(Br)n2Cc2ccccc2Cl)n(C)c1=O	0	6	-18	-1	0.5
23	CCOC(=O)N1CCN(C(=O)c2ccc(CN(c3ccc(C)c(C)c3)S(C)(=O)=O)cc2)CC1	-3	19	14	0	-0.8
24	Cc1ccccc1NC(=O)c1ccc2c(c1)C(=O)N(CC(C)C)C2=O	-1	-2	-2	-1	6.2
25	Cc1ccc(-c2nn(-c3ccc(F)cc3)cc2C(=O)NCC2CCCO2)cc1 (stereo unspecified)	2	-16	-1	0	2.4

No.	tim23-1 inh	APJ ag	tim10-1 inh	NALP3 yeast inh
21	36	0	22	7
22	11	-3	-6	-2
23	6	-1	27	-1
24	11	1	1	15
25	24	-6	13	15
